TCR-CD3 inh – inhibitors of human TCR-CD3 interaction; TAMRA-labeled TCR probe fluorescence, biochemical; inhibition, % at 9.4 µM; 360,000 tested, 0.37% active; in the data active = inhibition above about 19%;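 note: recombinant mutant TCR 2C K166C tagged with TAMRA read by polarization; 0% = receptor in buffer alone and 100% = receptor with positive control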
PG9 Ab binder – small molecules binding HIV-1 gp120 antibody PG9 | inhibition, % at 6.7 µM | 360,000 tested, 0.43% active | TR-FRET gp120-PG9 antibody binding; in the data active = inhibition above about 8.5%
LEDGF integ inh – blocks HIV-1 LEDGF/p75-dependent DNA integration; TR-FRET IN-LEDGF/p75 DNA integration, Eu/Cy5; inhibition, % at 3.7 µM; 370,000 tested, 0.64% active;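 active = inhibition above the screen-wide mean plus 3 SD, cut at about 13% in these data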;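 note: signal is the Cy5 over europium emission ratio at 671 and 618 nm; 0% = plate median of compound wells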
Tn7 DDE FP – DD(E)-Tn7 binding inhibition, primary FP screen | P02675 | 370,000 tested, 0.13% active | inhibition, % at 8.3 µM | FP displacement of FITC-Tn7 peptide from fibrin DD(E); 0% = median of compound wells per plate;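 active = inhibition above the mean of compounds falling within the control limits plus 3 SD of them, cut at about 14% in these data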;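 note: 0% = plate median of compound wells and 100% = 10 µM Aha-Tn7 peptide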
Target sequence (P02675 whole entry, looked up): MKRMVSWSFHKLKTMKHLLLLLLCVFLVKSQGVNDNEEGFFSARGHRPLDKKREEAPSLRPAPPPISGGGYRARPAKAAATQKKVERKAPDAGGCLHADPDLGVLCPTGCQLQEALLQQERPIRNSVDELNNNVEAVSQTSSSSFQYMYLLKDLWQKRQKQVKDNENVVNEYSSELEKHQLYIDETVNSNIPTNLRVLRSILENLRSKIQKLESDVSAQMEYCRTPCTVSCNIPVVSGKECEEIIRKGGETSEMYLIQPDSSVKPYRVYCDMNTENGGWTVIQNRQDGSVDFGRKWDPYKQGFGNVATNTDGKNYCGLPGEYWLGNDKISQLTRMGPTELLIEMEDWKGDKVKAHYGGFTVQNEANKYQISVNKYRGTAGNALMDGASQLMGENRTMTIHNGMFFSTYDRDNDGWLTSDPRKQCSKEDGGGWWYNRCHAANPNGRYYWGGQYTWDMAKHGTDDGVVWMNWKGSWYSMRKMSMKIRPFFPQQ
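Test system: human clot-derived fibrin DD(E) complex / Quantity: 2 µM final DD(E) protein / Incubation: 10 min plus 3 h, room temperature / Measured by: fluorescence polarization / Benchmarks: high control of 10 µM Aha-Tn7 peptide / Replicates: singlicate testing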
SIAE inh – human SIAE inhibition, primary screen | Q9HAT2 | SIAE FP-Rh probe binding, fluorescence polarization | inhibition, % at 9.66 µM | 370,000 tested, 0.69% active | AID 1053197;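 active = inhibition above a cutoff: mean of compounds within the control limits plus 3 SD of those, cut at about 17% in these data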;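 note: 0% = plate median of compound wells and 100% = probe without SIAE protein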
PRMT1 FP inh – inhibitors of human PRMT1; Q99873; recombinant PRMT1, activity-based probe fluorescence polarization; 370,000 tested, 1.3% active; inhibition, % at 2.79 µM;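 active = inhibition above about 21% made by adding two undisclosed values, limit read from the data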
UHRF1 MBD2 ctr – human UHRF1 methylated DNA binding inhibitors. UHRF1 binding to methylated oligo, TR-FRET. inhibition, % at 4.4 µM. 370,000 tested, 0.75% active. AID 687016; in the data active = inhibition above about 21%;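 note: UHRF1 SRA domain binding a hemimethylated CpG hairpin DNA probe; 0% = median of test compound wells and 100% = reference inhibitor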
HTRA1 inh – HTRA1 (human) protease inhibition; 340,000 tested, 0.5% active; inhibition, % at 5.96 µM; recombinant HTRA1, FP-rhodamine activity-based probe, fluorescence polarization; in the data active = inhibition above about 36%;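 note: 0% = enzyme with DMSO and 100% = wells lacking enzyme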
Target sequence (Q92743 whole entry, looked up): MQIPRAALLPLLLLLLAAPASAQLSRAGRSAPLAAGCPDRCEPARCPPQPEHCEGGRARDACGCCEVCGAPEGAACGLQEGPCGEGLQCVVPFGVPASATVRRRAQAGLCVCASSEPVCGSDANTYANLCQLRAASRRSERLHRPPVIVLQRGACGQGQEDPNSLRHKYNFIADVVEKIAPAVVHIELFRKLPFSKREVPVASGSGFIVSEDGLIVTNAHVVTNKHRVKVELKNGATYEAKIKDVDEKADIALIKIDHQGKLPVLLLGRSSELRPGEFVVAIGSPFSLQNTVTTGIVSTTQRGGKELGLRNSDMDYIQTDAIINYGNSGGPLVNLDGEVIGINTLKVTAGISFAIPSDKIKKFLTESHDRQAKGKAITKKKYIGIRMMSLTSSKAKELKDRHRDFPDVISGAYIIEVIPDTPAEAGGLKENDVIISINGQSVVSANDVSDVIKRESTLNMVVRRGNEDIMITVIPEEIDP
ABHD4 inh – inhibitors of mouse ABHD4 | Q8VD66 | purified mABHD4, FP-Rh probe fluorescence polarization | inhibition, % at 8.92 µM | 370,000 tested, 0.54% active;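 active = inhibition exceeding the mean over every tested compound plus 3 SD, cut at about 30% in these data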;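 note: 0% = plate median of compound wells and 100% = S159A mutant with DMSO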
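Assay system: mABHD4 protein; medium: HEPES pH 7.0, NaCl, Pluronic buffer; dosing: 8.92 µM, single dose; schedule: 45 min + 60 min at 25 °C; signal: FP readout, ex 525 nm / em 598 nm; read-out: normalized percent inhibition of probe labeling; repeats: single replicate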
TDP2 inh – blocks human TDP2 phosphodiesterase activity; inhibition, % at 12.8 µM; O95551; 370,000 tested, 0.34% active; recombinant TDP2, T5PNP hydrolysis, p-nitrophenol absorbance 415 nm;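 active = inhibition above the mean of all tested compounds plus 3 SD, set per campaign, cut at about 25% in these data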;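 note: 0% = DMSO with enzyme and 100% = buffer with substrate but no TDP2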
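Assay system: Recombinant human TDP2 | Quantity: 120 nM TDP2 per well | Incubation: 2 h at 37 °C | Signal: Epi absorbance | Evaluation: Percent inhibition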
The depositor's hits bear a star; x = no result given.

SMILES	TCR-CD3 inh	PG9 Ab binder	LEDGF integ inh	Tn7 DDE FP	SIAE inh	PRMT1 FP inh	UHRF1 MBD2 ctr	HTRA1 inh	ABHD4 inh	TDP2 inh
CC(C)(C)c1ccc(S(=O)(=O)CCc2ccccn2)cc1	7.4	1.1	-0.3	2.2	3.8	-1.2	-3.8	1.6	3.0	11.6
CC1(c2ccccc2Br)NC(=O)N(CC(=O)N2CCc3ccccc3C2)C1=O (centres undefined)	-12.6	-0.9	5.0	-9.1	-3.4	-1.2	1.6	5.0	-2.7	-4.1
Cc1ccc(S(=O)(=O)NC(=O)C2(C)CCN2C(=O)c2ccccc2)cc1 (centres undefined)	-4.2	-2.6	0.0	6.9	9.3	4.2	2.3	x	-3.1	3.8
CCS(=O)(=O)c1nc(S(=O)(=O)c2ccc(Cl)cc2)c(N2CCC(C(N)=O)CC2)s1	-4.9	-0.3	-5.6	-4.5	0.7	1.3	0.1	1.5	-0.3	0.0
O=C(c1ccc2c(c1)[nH]c(=S)n1c3ccccc3nc21)N1CCN(c2ncccn2)CC1	-0.7	3.5	-1.0	-0.4	-0.7	5.9	4.8	6.0	-3.0	0.0
Cn1c(CCN2CCN(c3ccccn3)CC2)nc2cc(NC(=O)COc3ccc([N+](=O)[O-])cc3)ccc21	2.3	-3.1	1.6	8.0	0.0	-2.8	-1.2	-1.7	-6.4	8.9
CC(C)NC(=O)N1CCN(c2ccncc2S(=O)(=O)N2CCOCC2)CC1	6.5	-1.5	-2.7	4.8	1.3	-2.7	3.7	3.9	5.7	-5.5
Cc1nc(SCC(=O)Nc2sccc2C(N)=O)c2c(C)c(C)sc2n1	-3.4	-0.9	-2.1	-8.9	-14.7	1.6	-0.6	-37.5	-13.9	0.4
CC1=CC(C)C2C(=O)N(CCC[N+](C)(C)C)C(=O)C2C1 (centres undefined)	4.0	-1.2	-3.9	-9.6	2.6	2.0	1.8	-2.4	-1.7	-6.7
Cc1cccc2cc3c(N)c(C(=O)N4CCOCC4)sc3nc12	4.2	0.3	-1.2	-4.4	-3.8	36.2*	-1.5	-13.3	-7.4	0.3
NC(=O)C1CC(=O)N(c2ccc(OCc3c(Cl)cccc3Cl)cc2)C1 (centres undefined)	4.7	-2.4	2.4	-3.0	2.0	1.1	22.5*	-5.6	3.5	0.5
CC(C)(C)C1CCC(=O)C(C2(O)C(=O)Nc3ccccc32)C1 (centres undefined)	-0.4	-0.5	7.2	-4.8	-13.2	-3.2	2.1	3.6	-6.7	-15.4
Cc1c(C2OC(=O)C3(CCCCC3)C(=O)C2(C)C)c(=O)n(-c2ccccc2)n1C (centres undefined)	-4.6	2.3	-0.5	0.3	-12.0	2.4	1.2	-0.5	-1.2	-1.1
Cn1c(=O)oc2cc(S(=O)(=O)N3CCN(c4ccccc4F)CC3)ccc21	1.4	-0.4	2.0	-1.4	-5.2	-0.1	1.6	4.6	-0.6	11.6
CCOC(=O)c1c(NC(=O)C(Sc2ccccc2)c2ccccc2)sc(C(=O)N(C)C)c1C (centres undefined)	3.0	-1.0	-1.5	-3.1	-17.1	5.2	5.2	-85.8	-35.5	-13.8
c1ccc2c(c1)nnn2Cn1nnc2ccccc21	6.9	0.7	-0.1	5.6	4.4	2.1	-0.7	-2.6	0.8	4.1
CCn1c(COc2ccccc2C)nnc1SCC(=O)N1CCCCC1	-2.5	0.9	-2.3	-4.7	-0.5	0.7	4.7	2.8	8.3	-0.4
COc1ccccc1OCCn1cc(/C=C(\C#N)C(=O)NCc2ccco2)c2ccccc21	-5.7	-0.5	-1.6	-5.2	-2.1	-5.3	-5.8	-7.2	-1.5	103.0*
O=C(Nc1ccc(S(=O)(=O)N2CCOCC2)cc1)c1ccc(Cl)s1	-5.9	0.2	0.4	6.0	-21.0	0.2	0.1	-15.3	-15.2	11.7
CCn1ncc(C2=NOC(C(=O)Nc3ccc(C)cc3)C2)c1C (centres undefined)	-0.2	0.9	0.6	5.6	-6.3	2.0	4.4	5.1	1.1	-6.8

Continued, starting with the last 3 of the part before.
SMILES	TCR-CD3 inh	PG9 Ab binder	LEDGF integ inh	Tn7 DDE FP	SIAE inh	PRMT1 FP inh	UHRF1 MBD2 ctr	HTRA1 inh	ABHD4 inh	TDP2 inh
COc1ccccc1OCCn1cc(/C=C(\C#N)C(=O)NCc2ccco2)c2ccccc21	-5.7	-0.5	-1.6	-5.2	-2.1	-5.3	-5.8	-7.2	-1.5	103.0*
O=C(Nc1ccc(S(=O)(=O)N2CCOCC2)cc1)c1ccc(Cl)s1	-5.9	0.2	0.4	6.0	-21.0	0.2	0.1	-15.3	-15.2	11.7
CCn1ncc(C2=NOC(C(=O)Nc3ccc(C)cc3)C2)c1C (centres undefined)	-0.2	0.9	0.6	5.6	-6.3	2.0	4.4	5.1	1.1	-6.8
N#C/C(C(=O)NCc1ccco1)=C1/SC(Cc2ccc(Cl)cc2)C(=O)N1c1ccccc1 (centres undefined)	-2.6	-0.3	-0.7	1.6	-1.0	-0.8	-0.9	-36.2	-5.4	1.9
Cc1cc2c(nc1C)CCCN2S(=O)(=O)c1ccc(C(F)(F)F)cc1	7.6	1.0	-3.9	-1.0	-0.5	3.2	-4.0	x	0.9	4.7
CCc1ccc(NC(=O)CSc2nnc(Cc3cccn3C)n2-c2ccc(F)cc2)cc1	0.4	0.1	2.4	4.7	-11.3	-0.9	2.9	-9.7	-2.0	-2.3
CCOc1ccc(C2C3=C(CCCC3=O)Nc3ccc4ncccc4c32)cc1 (centres undefined)	2.0	0.0	1.1	-2.6	9.4	-6.3	-1.0	-0.1	-1.8	-13.9
Cc1nnc(Nc2ccccc2)n(N)c1=O	1.9	-0.3	-2.3	-8.1	4.8	-2.8	-3.2	-3.5	-1.6	5.6
COc1ccccc1CCC(=O)N1CCN(C(=O)c2ccccc2)CC1	2.2	1.6	4.9	-8.5	-3.5	-0.5	3.7	-1.9	3.4	-8.8
COc1cccc(-c2nnn(CC(=O)N(CC(C)C)C3CCS(=O)(=O)C3)n2)c1 (centres undefined)	7.1	0.0	-2.1	4.0	-2.0	-2.9	1.0	8.8	-1.3	9.6
COc1ccc(S(=O)(=O)N(C)C[C@H]2Oc3c(NC(=O)NC(C)C)cccc3C(=O)N([C@H](C)CO)C[C@@H]2C)cc1	3.8	-1.5	-2.7	-0.6	2.6	-3.7	-0.3	1.6	-3.4	8.1
COc1cc2[nH]c(=O)n(CCC(=O)N3CC=C(c4ccccc4)CC3)c(=O)c2cc1OC	2.4	0.8	-1.9	4.9	2.6	-2.7	-0.3	7.7	-5.6	-3.0
Cc1ccc(N(C)S(=O)(=O)c2cccc(C(=O)N3CCN(Cc4ccccc4)CC3)c2)cc1	-5.6	-1.2	7.4	-5.0	-13.6	-4.5	1.5	6.5	-16.1	-14.1
COc1ccc(CCC(C)NCc2ccc(Cl)c(Cl)c2)cc1 (centres undefined)	2.3	2.7	3.1	-2.2	0.7	-1.5	5.4	-1.0	0.6	-13.7
CC1Cc2ccccc2N1C(=O)NC1CC(=O)N(c2ccc3c(c2)OCCO3)C1 (centres undefined)	0.1	-1.4	-1.0	-3.7	0.9	3.0	0.9	1.3	1.1	-0.6
Cc1ccc(S(=O)(=O)c2nc(N3CCOCC3)sc2Cl)cc1	6.3	-2.2	-2.6	-5.5	2.3	-0.4	0.1	-3.5	9.7	2.0
CNc1nc(N)c([N+](=O)[O-])c(NCC2CCCO2)n1 (centres undefined)	0.8	1.5	-4.1	4.7	-8.3	3.5	-0.8	3.0	1.2	4.4
CC1CCN(C(=O)c2ccc(NS(=O)(=O)c3cccs3)cc2)CC1	5.2	-1.8	1.4	-5.8	-8.3	-4.5	-2.4	0.1	0.8	-4.3
C=CCn1c(=N)c(C(=O)NCCCOC)cc2c(=O)n3cccc(C)c3nc21	-1.6	2.3	-3.6	-3.7	-4.9	0.1	-2.1	-3.8	8.6	-3.9
O=C(CN1CCN(C2CCCCC2)CC1)Nc1ccc(Br)cc1	5.6	0.4	2.7	3.2	1.6	1.8	9.9	-0.1	-0.7	-2.7
COc1cc(-c2noc(C)c2C(=O)NCc2ccc(C)o2)cc(OC)c1OC	6.6	-1.0	1.0	-11.8	-2.4	-1.1	0.9	0.0	4.1	-12.9
OC(c1ccccc1)(c1ccccc1)C1CCN(CCCOc2ccccn2)CC1	5.1	-1.0	-3.4	0.9	11.9	-1.2	-0.6	x	-4.3	2.2
O=C(Nc1ccncc1)C1CC(=O)N(c2ccccc2)C1 (centres undefined)	1.0	0.0	-0.2	6.8	0.3	2.1	1.6	2.9	-6.9	13.7
CCC(CC)C(=O)Nc1cc([N+](=O)[O-])ccc1F	-9.1	3.5	-0.4	7.5	6.7	-1.6	-1.1	2.2	7.2	5.2
O=C(NNC(=O)c1cc2ccccc2oc1=O)c1ccccc1[N+](=O)[O-]	1.1	-2.5	10.6	-5.2	-1.5	-2.6	-4.1	2.5	-12.8	-0.6
Nn1c(Cc2cccc3ccccc23)nnc1SCC(=O)N1CC(=O)Nc2ccccc21	1.8	-0.7	0.1	0.1	0.6	3.5	1.6	1.1	-0.2	1.5
COc1nc2ccccc2nc1OC	-13.2	1.6	1.7	-12.2	3.9	-4.8	2.0	-2.9	-0.7	-8.7
O=C(NCCc1ccccc1)OCc1cn(Cc2cccc(C(F)(F)F)c2)nn1	x	x	2.6	-1.6	3.5	1.9	2.8	x	-3.2	1.2
Cc1nn(CCCC(=O)NC2CCC(C)CC2)c(=O)c2nn(-c3ccccc3)c(C)c12 (centres undefined)	9.6	-2.1	-0.2	-1.9	2.7	-3.7	-0.4	0.4	3.6	14.1
COc1cccc(OC)c1C(=O)Nc1nnc(-c2ccc(F)cc2)s1	-0.1	-0.2	0.1	0.6	-13.1	1.6	-4.2	-5.4	-2.0	6.2
CCN(CC(=O)NCc1ccc(Cl)cc1)C(=O)CCc1ccccc1	-3.1	-0.3	-3.2	-3.9	4.6	4.1	0.4	-2.9	5.3	-8.3
CCOc1ccc(S(=O)(=O)N2CCOCC2)cc1NC(=O)CN1C(=O)NC2(CCCCC2)C1=O	-4.0	2.4	-4.1	6.9	-2.1	0.1	1.9	-0.4	1.2	7.1
Cc1ccc(OCC(=O)N/N=C2/SCC(=O)N2Cc2ccco2)cc1	-0.4	0.1	1.5	4.4	-6.4	-0.6	-3.9	-6.2	0.7	5.2
Cc1cc(Cl)ccc1OCC(=O)NC(=S)Nc1ccccc1N1CCOCC1	-0.3	0.3	-0.4	-8.7	8.0	-2.3	0.7	2.6	-7.2	-8.4
Cc1ccc(NC(=O)C2CCCCC2C(=O)O)cc1Cl (centres undefined)	1.5	0.2	-0.8	-6.6	7.1	-2.8	-2.6	-3.6	-3.2	1.1

High-throughput results as filed in PubChem BioAssay.
